CIT2-GFP yeast – alters CIT2-GFP fluorescence in TOR pathway yeast screen | GFP response vs DMSO, % at 10 µM | 320,000 tested, 0.065% active | S. cerevisiae CIT2-GFP strain, flow cytometry, 3 h; 100 means same as DMSO wells;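 active = GFP response relative to DMSO above a set limit, near the screen mean plus 3 SD, cut at about 150% in these data; inconclusive = Fewer than 70 cells measured for a yeast strain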;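 also: ratio of well median GFP fluorescence to mean of DMSO wells on the plate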
LAP4-GFP MLPCN – yeast TOR pathway LAP4-GFP modulation; GFP response vs DMSO, % at 10 µM; S. cerevisiae LAP4-GFP multiplex, flow cytometry GFP, 3 h; median GFP as percent of DMSO wells; 320,000 tested, 0.34% active;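 active = GFP response vs DMSO above a set limit, about the screen mean plus 3 SD, cut at about 150% in these data; inconclusive = under 70 cell events counted for the yeast strain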
MEP2 TOR yeast – modulators of TOR pathway MEP2-GFP in S. cerevisiae; S. cerevisiae MEP2-GFP strain, flow cytometry GFP, 3 h; 100% = DMSO control level; GFP response vs DMSO, % at 10 µM; 330,000 tested, 0.51% active;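 active = GFP response versus DMSO above a set limit, roughly screen mean plus 3 SD, cut at about 180% in these data; inconclusive = fewer than 70 cells counted for a yeast strain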;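 also: median GFP fluorescence of the barcode-gated MEP2-GFP cells per well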
procasp7 counter – counter-screen: procaspase-7 (human) activation | recombinant procaspase-7, Ac-DEVD-pNA absorbance 405 nm; D23A/D198A/D206A triple mutant, cannot self-cleave; scale: DMSO 0, 5 µM enzyme 100 | activation, % at 8.5 µM | 330,000 tested, 0.093% active | AID 463210;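 active = percent activation above the screen-wide mean plus 3 SD, cut at about 25% in these data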
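System: Uncleavable procaspase-7 mutant enzyme; Amount: 2 µM procaspase-7 mutant as dispensed; Schedule: 1 h compound preincubation, 2 h substrate cleavage, 25 °C; Measured by: 405 nm absorbance of p-nitroaniline; Evaluation: percent activation from buffer-corrected 0–120 min absorbance change; Control set: low DMSO alone, high DMSO plus 5 µM PC-7.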
AGP1-GFP MLPCN – alters AGP1-GFP fluorescence in TOR pathway yeast screen. S. cerevisiae AGP1-GFP multiplex flow cytometry, 3 h; GFP as percent of DMSO wells. GFP response vs DMSO, % at 10 µM. 320,000 tested, 0.02% active. AID 2066;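 active = GFP response relative to DMSO above a set limit, near screen average plus 3 SD, cut at about 150% in these data; inconclusive = fewer than 70 cells counted for the yeast strain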;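 also: median GFP channel fluorescence of the gated AGP1 strain per well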
RPL19A TOR yeast – alters RPL19A-GFP fluorescence in TOR pathway yeast screen; S. cerevisiae RPL19A-GFP strain, flow cytometry, 3 h; active compounds read low; percent response vs DMSO, % at 10 µM; 330,000 tested, 0.3% active;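 active = percent response vs DMSO below 50%; inconclusive = fewer than 70 events counted for the yeast strain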;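 also: median channel GFP fluorescence of the barcoded RPL19A-GFP strain; ratio of sample median GFP to plate DMSO average so 100% = DMSO; lower means less RPL19A-GFP as with rapamycin TOR inhibition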
procasp3 activ – procaspase-3 (human) activation | 330,000 tested, 0.11% active | recombinant procaspase-3 D3A, Ac-DEVD-pNA absorbance 405 nm | activation, % at 8.5 µM | AID 463141 | P42574;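 active = activation above the mean of all tested compounds plus 3 SD, cut at about 21% in these data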;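 also: 0% = DMSO alone and 100% = DMSO wells spiked with extra 5 µM PC-3 D3A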
Target sequence (P42574 whole entry D9A/D28A/D175A): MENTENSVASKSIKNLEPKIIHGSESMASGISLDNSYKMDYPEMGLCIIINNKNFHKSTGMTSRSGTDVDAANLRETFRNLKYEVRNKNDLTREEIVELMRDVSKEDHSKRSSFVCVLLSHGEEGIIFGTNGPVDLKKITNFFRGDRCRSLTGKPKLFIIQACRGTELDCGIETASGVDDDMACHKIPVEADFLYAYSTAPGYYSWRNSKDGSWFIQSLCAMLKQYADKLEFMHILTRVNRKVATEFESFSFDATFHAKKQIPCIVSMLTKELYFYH
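Technique: 405 nm absorbance of p-nitroaniline, reads at 0 and 120 min; Test system: Procaspase-3 D3A mutant; Incubation: 1 h enzyme-compound preincubation, then 2 h substrate reaction, 25 °C; Repeats: singlicate, each compound tested once; Benchmarks: low control DMSO wells, high control DMSO plus 5 µM PC-3 D3A.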
AHR activator – activators of human aryl hydrocarbon receptor | 320,000 tested, 2.5% active | activation, % at 5 µM | P35869 | AHR-responsive luciferase reporter cells, luminescence; in the data active = activation above about 47%;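 also: 0% = vehicle wells and 100% = reference agonist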
Target sequence (P35869 whole entry, looked up): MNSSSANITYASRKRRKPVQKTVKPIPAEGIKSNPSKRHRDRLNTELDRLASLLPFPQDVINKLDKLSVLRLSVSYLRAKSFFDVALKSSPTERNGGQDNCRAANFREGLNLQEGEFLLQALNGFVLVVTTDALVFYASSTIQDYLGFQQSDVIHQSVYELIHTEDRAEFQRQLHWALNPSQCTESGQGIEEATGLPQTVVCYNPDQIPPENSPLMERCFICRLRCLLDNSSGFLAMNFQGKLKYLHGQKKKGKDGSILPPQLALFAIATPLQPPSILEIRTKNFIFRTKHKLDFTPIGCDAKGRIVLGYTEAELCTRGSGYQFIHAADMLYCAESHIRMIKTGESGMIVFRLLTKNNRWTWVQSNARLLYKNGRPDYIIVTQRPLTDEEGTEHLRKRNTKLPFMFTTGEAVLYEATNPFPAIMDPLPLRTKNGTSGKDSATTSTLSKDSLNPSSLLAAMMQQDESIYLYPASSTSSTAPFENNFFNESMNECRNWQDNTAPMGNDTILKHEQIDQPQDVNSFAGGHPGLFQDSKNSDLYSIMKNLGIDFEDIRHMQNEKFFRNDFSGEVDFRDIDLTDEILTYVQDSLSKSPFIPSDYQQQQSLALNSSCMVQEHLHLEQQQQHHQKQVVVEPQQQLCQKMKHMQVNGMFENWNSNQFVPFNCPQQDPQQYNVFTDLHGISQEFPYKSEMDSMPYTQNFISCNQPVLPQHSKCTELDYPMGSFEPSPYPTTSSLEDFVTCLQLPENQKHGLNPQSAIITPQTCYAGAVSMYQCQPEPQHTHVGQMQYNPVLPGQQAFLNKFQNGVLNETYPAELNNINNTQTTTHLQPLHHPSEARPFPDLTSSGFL
* marks the source's active call; other numbers are inactive results; ? = inconclusive; · = no result given.

The first two compounds (preview)
SMILES	CIT2-GFP yeast	LAP4-GFP MLPCN	MEP2 TOR yeast	procasp7 counter	AGP1-GFP MLPCN	RPL19A TOR yeast	procasp3 activ	AHR activator
CCOC(=O)Cn1c(=O)n(Cc2ccc(OC)cc2)c(=O)c2cccnc21	96	91	95	7	89	95	2	0
CN(CC(=O)Nc1ccc(F)cc1)C(=O)c1cccc(S(=O)(=O)N2CCN(c3ccccc3)CC2)c1	111	83	101	14	93	107	-1	0

Results, from the start:
SMILES	CIT2-GFP yeast	LAP4-GFP MLPCN	MEP2 TOR yeast	procasp7 counter	AGP1-GFP MLPCN	RPL19A TOR yeast	procasp3 activ	AHR activator
CCOC(=O)Cn1c(=O)n(Cc2ccc(OC)cc2)c(=O)c2cccnc21	96	91	95	7	89	95	2	0
CN(CC(=O)Nc1ccc(F)cc1)C(=O)c1cccc(S(=O)(=O)N2CCN(c3ccccc3)CC2)c1	111	83	101	14	93	107	-1	0
CCCC1=[N+](CC(=O)c2ccc(Br)cc2)CCn2cccc21	96	111	99	-3	109	103	-18	27
O=C(c1ccccc1)c1ccc(C(=O)N2CCN(c3ccc(F)cc3)CC2)o1	87	91	93	0	88	89	1	5
COc1ccc(CCNC(=O)C(=O)NCCOc2ccccc2Cl)cc1OC	91	93	99	-16	95	103	-8	3
O=C(CCN1C(=O)/C(=C/c2cccs2)SC1=S)Nc1cccc(C(=O)O)c1	99	97	93	-23	90	90	-11	2
O=C(COC(=O)c1ccc(CSc2ccc(Cl)cc2)cc1)Nc1ccccc1	92	91	97	3	92	100	-4	2
Cc1nc2nc(NC(=O)c3ccco3)[nH]n2c(=O)c1C	97	96	105	2	95	96	8	0
O=C(COC(=O)c1cccc(S(=O)(=O)N2CCCC2)c1)NCc1ccccc1	86	88	94	-1	92	89	-7	-1
S=C(NCc1ccccc1)NCc1ccc2c(c1)OCO2	106	110	108	4	111	106	3	1
CC(C)(C)C(=O)Nc1ccc(Cc2ccncc2)cc1	106	95	113	-3	107	110	-6	9
Cc1ccccc1C1CC(c2cccs2)=NN1S(C)(=O)=O (stereo unspecified)	99	101	105	2	100	97	1	-1
Cc1ccc2[nH]c(=O)c(CN(CC3CCCO3)S(=O)(=O)c3cccc4nsnc34)cc2c1 (stereo unspecified)	98	99	98	11	·	98	4	15
CCOC(=O)c1nnc2cc(C)nn2c1C	104	110	101	3	114	100	-2	-1
CCCCCCNC(=O)c1cccc(-c2ccc(C)c3ccccc23)n1	112	107	103	1	93	102	-1	16
COc1ccccc1-c1oc2ccccc2c1C#CCCCCO	78	109	91	7	91	83	6	10
COc1cc(/C=C(\C#N)C(=O)Nc2cccnc2)ccc1OC(C)C	99	96	106	-9	94	92	-4	1
CCN(CC)c1ccc(S(=O)(=O)N2CCCCC2)cc1NC(=O)C1CSC2(C)CCC(=O)N12 (stereo unspecified)	96	108	103	0	99	95	2	0
Cc1nn(Cc2cccc(C(=O)Nc3ccn(Cc4c(F)c(F)cc(F)c4F)n3)c2)c(C)c1[N+](=O)[O-]	98	96	98	12	97	97	5	4
CCN(CCCNC(=O)CCn1c(=O)[nH]c2ccsc2c1=O)c1ccccc1	105	107	101	6	104	99	1	-2
CC1(C)Nc2ccccc2C(=O)N1c1ccccc1	106	94	107	1	99	103	1	-1
O=C(NCc1ccc(F)cc1)c1cccc(S(=O)(=O)N2CCOCC2)c1	91	95	93	6	95	93	7	-1
CCCC(C(=O)NC1CCCC1)N(CC1CCCO1)C(=O)c1snc(C(N)=O)c1N (stereo unspecified)	106	98	101	-2	98	100	0	-1
CCCC1(c2ccccc2)NC(=O)N(CC(=O)Nc2cc(C)on2)C1=O (stereo unspecified)	82	90	100	9	84	97	14	0
COC(=O)c1nnn(-c2nonc2N)c1CSCCO	98	92	91	13	98	93	10	0
Cc1ccc(NC(=O)C2CCCN(S(=O)(=O)c3ccc4[nH]c(=O)ccc4c3)C2)nc1 (stereo unspecified)	108	97	119	12	101	102	10	-1
COc1ccc(-c2csc(-c3ccc(O)cc3)n2)cc1	95	97	97	7	89	97	2	2
CCOC(=O)C1=C(C)NC(=O)CC1c1ccccc1 (stereo unspecified)	108	104	108	-3	110	102	3	-1
CCC1(C)Cc2c(sc3[nH]c(=S)[nH]c(=S)c23)CO1 (stereo unspecified)	92	95	94	5	99	103	1	4
CC(C(=O)N1CCc2ccccc21)N1CCN(c2cccc(C(F)(F)F)c2)CC1 (stereo unspecified)	107	97	108	9	106	103	-4	-2
CCn1cc(S(=O)(=O)Nc2ccc3c(c2)OCCO3)cn1	94	97	102	7	97	99	1	1
O=C(CN1CCN(c2nc(-c3ccc(Cl)cc3)cs2)CC1)NCc1ccco1	95	120	111	-4	94	88	-8	6
CCOC(=O)N1CCC(Nc2nc3ccccc3n3cnnc23)CC1	100	103	99	0	114	108	3	0
c1ccc(-c2ccccc2OCc2nnc3n2CCC3)cc1	100	102	92	8	100	96	1	2
CC(=O)SCC[N+](C)(C)C	84	126	94	0	83	100	3	3
Cc1cc(NC(C)C)n2c(nc3ccccc32)c1C#N	109	101	96	0	101	96	-6	0
CCOc1ccc(NC(=O)C2CC(=O)N(c3cc(C)cc(C)c3)C2)cc1 (stereo unspecified)	104	98	99	-7	87	99	3	1
CCOc1cc(CNCCCN2CCOCC2)ccc1OCC(=O)NC(C)(C)C	112	111	107	2	107	106	6	1
O=C(CNC(=O)c1ccccc1F)NCCN1C(=O)S/C(=C\c2ccccc2Cl)C1=O	99	88	99	-9	96	85	-5	2
CCOC(=O)C1CCN(C(=O)c2oc3ccc4c(c3c2C)C(O)CC2(CCCCC2)O4)CC1 (stereo unspecified)	102	109	101	3	108	101	6	-2
COc1ccc(Br)cc1CNC(=O)CCCc1cn(C)c2ccccc12	98	101	114	5	102	101	-1	24
CCN(CC)CC(O)Cn1c(-c2ccccc2Cl)nc2ccccc21 (stereo unspecified)	100	111	98	9	116	101	10	-1
CCOc1ccc2nc(N3CCCC(C(=O)NC4CCCC4)C3)sc2c1 (stereo unspecified)	103	118	113	-1	109	102	-2	14
COc1ccc(C[C@H]2CN3C(=NC[C@@H]3C)N2CCNC(=O)CCC2CCCCC2)cc1	71	120	95	-10	80	97	5	-1
N#CC1(Cc2ccccc2)c2ccccc2C=CN1C(=O)c1ccccc1 (stereo unspecified)	98	104	106	7	100	99	5	1

Random excerpt: three records from the list
SMILES	CIT2-GFP yeast	LAP4-GFP MLPCN	MEP2 TOR yeast	procasp7 counter	AGP1-GFP MLPCN	RPL19A TOR yeast	procasp3 activ	AHR activator
CCOc1ccc2nc(N3CCCC(C(=O)NC4CCCC4)C3)sc2c1 (stereo unspecified)	103	118	113	-1	109	102	-2	14
CCN(CC)CC(O)Cn1c(-c2ccccc2Cl)nc2ccccc21 (stereo unspecified)	100	111	98	9	116	101	10	-1
CCOC(=O)C1CCN(C(=O)c2oc3ccc4c(c3c2C)C(O)CC2(CCCCC2)O4)CC1 (stereo unspecified)	102	109	101	3	108	101	6	-2

Carrying on.
SMILES	CIT2-GFP yeast	LAP4-GFP MLPCN	MEP2 TOR yeast	procasp7 counter	AGP1-GFP MLPCN	RPL19A TOR yeast	procasp3 activ	AHR activator
OC1CCCN(Cc2cccc3ccccc23)C1 (stereo unspecified)	111	99	108	3	111	104	-13	1
O=C(c1ccc(NC2=NC3CS(=O)(=O)CC3S2)cc1)N1CCc2ccccc2C1 (stereo unspecified)	85	75	?	3	88	104	8	-1
CCOC(=O)N1CCC(n2c(SCC(=O)Nc3ccccc3OC)nc3ccccc3c2=O)CC1	·	95	99	0	97	98	-3	-2
Cc1nnc(NC(=O)c2ccc(Br)cc2)s1	93	102	98	3	102	101	7	-4
CN(c1ccc(O)cc1)c1nc(-c2cccnc2)cs1	104	90	109	8	101	103	1	31
CCC1=C(OC(=O)N(CC)CC)N2C(=O)OC(=NCC(=O)OC)[C@]2(Cc2ccccc2)[C@H]2C1=CC[C@H]1C(=O)NC(=O)[C@H]12	102	94	105	5	110	100	11	0
COc1ccccc1CC(=O)N1CCN(c2ccccc2)CC1	99	88	106	9	93	103	-3	-2
O=C(CSCc1cccc(Br)c1)N=Nc1c(O)[nH]c2ccccc12	116	165*	136	-2	110	65	2	29
CCOc1cc(/C=N/n2cnnc2)c(Br)cc1O	119	82	106	4	109	108	4	3
COc1ccc(CN(Cc2cccn2C)S(=O)(=O)c2cccc(C(F)(F)F)c2)cc1	95	105	95	4	96	98	-10	3
N#CC1=C(SCC(=O)Nc2nccs2)NC(=O)CC1c1ccccc1 (stereo unspecified)	106	101	103	0	108	102	0	3
Cc1cccc(-n2ncc3c(N(C)C4CCCCC4)ncnc32)c1	90	100	97	6	94	93	6	-11
CN1C=CC=C/C1=C1\SC(=S)N(Cc2ccccc2)C1=O	109	139	147	-9	123	84	-18	0
CC(C)CCN1CCN(Cc2cccc(C(F)(F)F)c2)CC1CCO (stereo unspecified)	106	103	101	4	99	99	5	0
O=C1N=C2SCCN2/C1=C\c1ccc(Cl)cc1	87	90	93	-7	88	93	-2	-2
NS(=O)(=O)c1ccc(CCNC(=O)CCc2nc3ccccc3s2)cc1	87	95	98	-6	92	100	-8	5
Cc1cc(C)nc(N/N=C/c2ccccc2OCC(=O)O)n1	103	93	103	7	99	104	1	3
O=C(OCC(=O)N1CCCC1)c1cc2c(cc1[N+](=O)[O-])OCCO2	97	103	98	1	97	96	1	0
Cc1cc(C(=O)COC(=O)c2cnccn2)c(C)n1-c1ccc(Br)cc1	89	103	94	-5	99	96	-2	14
CCOC(=O)C(=O)N1CCN(c2cc3c(cc2[N+](=O)[O-])n(C)c(=O)n3C)CC1	93	88	88	-2	93	97	4	1
CCOc1ccc(CNc2nc3ccccc3n2CCN2CCOCC2)cc1	90	97	96	9	96	94	5	-1
O=C(Nc1ccc(N2CCCC2=O)cc1)c1cccc(F)c1	102	103	107	-5	108	104	9	-3
Cc1cc(C)c(S(=O)(=O)NC(CC(=O)O)c2cccc([N+](=O)[O-])c2)c(C)c1 (stereo unspecified)	111	94	96	-8	101	100	-3	1
CCOC(=O)[C@H]1[C@H]2COc3ccc(Br)cc3[C@@H]2N2C(=O)c3ccc(Cl)cc3NC(=O)[C@@]12C	94	86	101	-5	94	92	4	6
CCOC(=O)c1sc(NC(=O)C2CC=CCC2C(=O)O)nc1C (stereo unspecified)	95	100	102	-1	91	98	-3	1
CC(C)(C)C(=O)NC1CC2CCCC(C1)N2C(=O)Nc1ccc(Cl)cc1 (stereo unspecified)	100	101	107	2	100	101	6	0
COc1ccc(C2c3c(C)nn(-c4ccccc4)c3NC(=O)N2c2ccccc2)cc1 (stereo unspecified)	108	95	101	4	98	101	-6	0
CCOc1cc2[nH]c(=S)n(Cc3ccc(C(=O)NCC(OC)OC)cc3)c(=O)c2cc1OCC	102	107	105	0	105	102	-9	0
COc1ccc(S(=O)(=O)CCC(=O)N2CCN(c3ccc([N+](=O)[O-])cc3)CC2)cc1	104	98	93	-21	101	97	-3	-2
CC(=O)c1sc(NC(=O)c2cc(-c3ccccc3)nn2-c2ccccc2)nc1C	105	115	111	10	102	112	2	-3
CCn1c(COc2ccc3c(c2)OCO3)nnc1SCC(=O)c1ccccc1	82	93	93	-4	83	88	1	2
Cn1nc(C(=O)OCC(=O)Nc2ccc(C(N)=O)cc2)c2ccccc2c1=O	113	89	108	10	104	99	-3	-1
